CSM14.1 death rescue – rescue of cells from ER stress-induced death, primary screen, 384-well, CSM14.1, thapsigargin, ATP luminescence (AID 1222); cellular ATP content (survival), % at 20 µM; hits with a dose series show EC50 in µM; CSM14.1 thapsigargin-induced death rescue, ATP luminescence; higher % means a stronger effect; 190,000 tested, under 10 active;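 active = EC50 below 50 µM in the dose-response confirmation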;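 note: death triggered by thapsigargin at about 15 µM added after 2 h compound pretreatment; cell ATP read after overnight thapsigargin exposure of roughly 18 to 22 hours; normalized against plate controls of thapsigargin alone and 5% DMSO vehicle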
M17LAP inhibition – P. falciparum M17LAP inhibitors, primary screen, biochemical, fluorogenic H-Leu-NHMec substrate, 1536-well (AID 1619). Leucine aminopeptidase (Plasmodium falciparum (isolate 3D7)). recombinant M17LAP, H-Leu-NHMec fluorogenic kinetic assay; higher % means a stronger effect. inhibition, % at 30 µM, or IC50 in µM where a hit was titrated. actives 0.38% (n = 220,000);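 active = compound inhibiting the enzyme by more than half at any dose during confirmatory dose-response retesting; inconclusive = strong single-dose inhibitors picked by rank but not retested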;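 note: plate controls were full reaction with DMSO carrier for no effect and no enzyme background for full effect; strong numbers were not always called active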
P. falciparum M1AAP – P. falciparum M1AAP inhibitors, biochemical, fluorogenic H-Leu-NHMec substrate, 1536-well (AID 1445). one-dose inhibition, % at 30 µM; IC50 in µM for titrated hits. actives 0.42% (n = 220,000). recombinant M1AAP, H-Leu-NHMec fluorogenic kinetic assay; higher % means a stronger effect. Aminopeptidase N (Plasmodium falciparum (isolate 3D7));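 active = primary inhibition above the hit cutoff, then over 50% inhibition at one or more dose response concentrations, cut at about 23% in these data, passing the limit was not always enough; inconclusive = conflicting primary data, or primary hits not chosen for dose response; inactive = low primary inhibition, or under 50% at every dose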;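 note: plate controls were DMSO full reaction for no effect and no enzyme background for full effect; strong numbers were not always called active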
Lipid droplet – inhibitors of hepatocyte lipid droplet formation, primary screen, imaging, high-throughput imaging, BODIPY stain; AML12 mouse hepatocytes, oleate lipid droplets; actives 0.4% (n = 240,000); AID 1656, 2009; inhibition, % at 6.5 µM;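 active = lipid droplet intensity inhibited by at least 50%, with more than 500 cells counted; inconclusive = wells with under 300 cells, treated as cytotoxic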
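Assay system: AML12 mouse liver cells | Compound: 6.5 µM single-point dosing | Schedule: Overnight exposure | Technique: Fluorescence imaging, 20x objective, two fields per well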
XIAP antagonists – XIAP antagonists, biochemical, IAP family, fluorescence polarization (AID 1018); E3 ubiquitin-protein ligase XIAP (Homo sapiens); XIAP BIR domain, fluorescence polarization peptide displacement; higher % means a stronger effect; displacement, % at 20 µM, or IC50 in µM where a hit was titrated; actives 0.007% (n = 200,000); in the data active = displacement above about 50%; note: a part of the inactive calls stands beside numbers as strong as those of hits
LYP phosphatase – inhibitors of LYP phosphatase, biochemical, fluorescence intensity, uHTS (AID 1779) | actives 0.054% (n = 290,000) | recombinant LYP phosphatase, fluorescence intensity; higher % means a stronger effect | inhibition, % at 11.5 µM; hits with a dose series show IC50 in µM;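 note: plate controls were vehicle with enzyme for no effect and no enzyme for full effect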
NOD2 inhibition – NOD2 signaling inhibitors, cell-based, luminescence, uHTS, HEK293 (AID 1566); inhibition, % at 4 µM; hits with a dose series show EC50 in µM; actives 0.63% (n = 290,000); HEK293 NOD2/NF-kB luciferase reporter, luminescence; higher % means a stronger effect; note: many of its hits are not listed in these tables
SIAH1 antagonists – Siah-1 peptide-binding antagonists, primary screen, biochemical, fluorescence polarization, rhodamine-plectin, uHTS (AID 1817); E3 ubiquitin-protein ligase SIAH1 (Homo sapiens); Siah-1 / rhodamine-plectin peptide fluorescence polarization; higher % means a stronger effect; displacement, % at 20 µM, or IC50 in µM where a hit was titrated; actives 0.02% (n = 290,000);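 active = displacement of at least 50% at 20 µM, with a fluorescence ratio check between 0.3 and a set limit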;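 note: plate controls were Siah plus tracer with DMSO for no effect and tracer alone without Siah for full effect; strong numbers were not always called active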
AID2073 – inhibitors of Mint1-CaV2.2 protein interaction, biochemical, HTRF (AID 2073) | Voltage-dependent N-type calcium channel subunit alpha-1B (Homo sapiens) | HTRF protein-protein interaction, Mint1-CaV2.2; higher % means a stronger effect | actives 0.19% (n = 290,000) | inhibition, % at 20 µM; hits with a dose series show IC50 in µM; in the data active = inhibition mostly above about 51%, no sharp cut-off; inconclusive = no clear call, values can overlap the other calls; inactive = mostly below about 53%; note: some results filed as inactive read as strong as hits
Lipid droplet cells 6.5 µM – further read-out of Lipid droplet, marked with its call; cell count; measured here: cell count, cytotoxicity flag;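 cells counted across two imaged fields per well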
An asterisk follows results filed as active; ? = inconclusive; / = not tested or not shown; & = joins results of further samples. Cut-off read from the data, not from the text of the source, unless noted: active = inhibition above about 50%; inactive = the rest.

SMILES,XIAP antagonists,SIAH1 antagonists,Lipid droplet,LYP phosphatase,M17LAP inhibition,AID2073,Lipid droplet cells 6.5 µM,NOD2 inhibition,P. falciparum M1AAP,CSM14.1 death rescue
Cc1c(Nc2cc(N3CCOCC3)c3nonc3c2[N+](=O)[O-])c(=O)n(-c2ccccc2)n1C,5.1%,-4%,20,2%,-4%,5%,676,12%,-8%,2.0%
CC(C)CCN(C(=O)c1csnn1)C(C(=O)NC1CCCC1)c1ccc(F)cc1 (stereo unspecified),/,-6%,-43,2%,/,13%,776,-15%,/,/
COC(=O)Nc1cc(C)n(-c2ccccc2)n1,/,-4%,1,-8%,8%,17%,734,4%,5%,/
O=C(CNC(=O)c1cccs1)NC1=NCCS1,-4.9%,-8%,-4,-10%,3%,11%,666,-16%,-3%,-1.0%
O=[N+]([O-])c1ccccc1S(=O)(=O)N1CCN(Cc2ccc3c(c2)OCO3)CC1,-0.7%,15%,-2,5%,2%,8%,676,1%,5%,-0.1%
CCOC(=O)N1CCN(/C=C(\C#N)c2nc3ccccc3s2)CC1,-8.5%,0%,/,-4%,28%,-3%,/,-22%,15%,0.7%
CCOc1ccc(S(=O)(=O)N(CC(=O)NCC(F)(F)F)Cc2ccco2)cc1,-9.2%,2%,5,-2%,12%,4%,618,-2%,-5%,0.0%
O=C(NCc1cccnc1)C(=O)Nc1nc2ccccc2s1,-14%,10%,-20,-3%,18%,6%,717,-10%,23%,-0.3%
CC(=O)Nc1ccc(-c2nnc(SCc3ccccc3C#N)n2C)cc1,-1.9%,1%,13,1%,10%,-1%,799,16%,-1%,2.2%
CC(=O)Nc1ccc(S(=O)(=O)NC2(C(F)(F)F)NC(=O)N(Cc3ccccc3)C2=O)cc1 (stereo unspecified),/,14%,5,-9%,/,-1%,827,-3%,/,/
CC(=O)Nc1ccc(S(=O)(=O)N[C@@H](C)C(=O)OCc2cc([N+](=O)[O-])cc3c2OCOC3)cc1,/,0%,4,-9%,1%,-2%,667,24%,5%,/
Cc1snc(SCC(=O)c2ccc([N+](=O)[O-])cc2)c1C#N,-5.4%,41%,-10,3%,4%,91%,666,-5%,6%,/
Cc1ccc(/C=N/Nc2nncc(-c3ccccc3)n2)o1,-8.1%,-3%,-12,3%,-6%,-6%,657,-8%,10%,-1.8%
CCOc1ccc(Oc2c(/C=N/NC(=O)C3CC3)c(C)nn2-c2ccccc2)cc1,-3.5%,-4%,-7,5%,2%,-2%,645,-22%,4%,-1.9%
COc1ccc(CCN2C(=O)NC(NC(=O)CCc3ccccc3)(C(F)(F)F)C2=O)cc1OC (stereo unspecified),-8.1%,3%,-14,-6%,6%,4%,614,11%,1%,-1.3%
CCOc1ncccc1C(=O)NCCc1ccc(Cl)cc1,/,-9%,-22,-7%,/,17%,396,-26%,/,/
Cc1ccc(OCCNC(=O)c2cc(=O)[nH]c3ccccc23)cc1,-7.1%,3%,2,-3%,19%,3%,670,3%,6%,-0.6%
CCc1c(C)nc2ncnn2c1NCCc1ccc(OC)c(OC)c1,-3.1%,-1%,-9,2%,-4%,9%,677,14%,10%,-0.6%
O=C(c1ccncc1)N1N=C(C2CC2)CC1(O)C(F)(F)F (stereo unspecified),-1.1%,5%,9,-6%,4%,6%,743,4%,-2%,-1.6%
CC(C)=C1SC(N2CCCCC2)=NC1=O,-2.9%,3%,-5,-7%,7%,-2%,761,13%,-1%,1.5%
O=C(CCCc1c[nH]c2ccccc12)NCc1ccccc1F,/,4%,25,-6%,/,7%,743,18%,/,/
C[C@@H]1NC(=O)[C@H](CCCN=C(N)N)NC(=O)c2cc([N+](=O)[O-])cc(I)c2OCC[C@@H](C(N)=O)NC1=O,-4.9%,2%,-3,-5%,0%,2%,743,2%,6%,-3.3%
CCn1c(=O)c(=O)[nH]c2c(=O)oc3ccc(S(=O)(=O)Nc4ccc(OC)cc4)cc3c21,/,1%,0,3%,/,-9%,774,-3%,/,/
CCCc1nc2ccccc2c(C(=O)O)c1CC,-6.5%,2%,/,-2%,2%,22%,/,10%,-2%,-1.0%
COc1ccc(NS(=O)(=O)c2cc(NC(=O)c3ccc(C)o3)ccc2N2CCCCC2)cc1,-6.4%,4%,-46,5%,-4%,12%,600,26%,-2%,-1.2%
NC(N)=N/N=C/c1cc([N+](=O)[O-])ccc1O,-11%,14%,-3,4%,-4%,2%,639,-19%,8%,0.2%
Cc1nc2ccccc2c(=O)n1N(c1ccccc1)c1ccccc1,-6.6%,12%,11,-9%,2%,-1%,692,12%,2%,1.0%
CCOC(=O)Cc1ccc(NC(=O)c2ccc(C(C)(C)C)cc2)cc1,-1.6%,4%,32,-2%,-2%,3%,776,62%*,1%,-4.8%
Oc1ccc2ccccc2c1N=Nc1ccc(F)cc1,/,24%&6%,33&1,-4%&-7%,6%&-1%,8%&3%,818&657,10%&9%,2%&2%,/
CC(C)OC(=O)/C(=C\c1ccc2c(c1)c1ccccc1n2C)NC(=O)c1ccccc1,-4.6%,1%,/,8%,0%,19%,/,-22%,7%,-1.5%
CC(C)(C)NC(=O)NC(=O)COC(=O)Cn1cnc2ccccc2c1=O,-1.2%,8%,9,-4%,-2%,1%,694,18%,-1%,/
O=C(NC1CC1)c1cc2cc3ccccc3nc2s1,/,-1%,18,-8%,/,-1%,811,-46%,/,/
CCc1ccc(NC(=O)c2cc(-c3cccs3)on2)cc1,-9.1%,10%,10,-7%,5%,30%,739,-50%,0%,-1.1%
COc1cc(/C=N/N(C)S(=O)(=O)c2ccc(C)cc2)cc([N+](=O)[O-])c1O,/,9%,-8,-1%,15%,-3%,700,11%,11%,/
Cc1ccccc1-n1c(SC(C)C(=O)N2CCN(C)CC2)nc2ccccc2c1=O (stereo unspecified),-4.0%,0%,/,0%,13%,-2%,/,-6%,9%,-1.0%
COCCC1CCCCN1C(=O)c1cc(COc2ccc(-n3cncn3)cc2)on1 (stereo unspecified),/,2%,-113,1%,/,2%,622,/,/,/
CN(C)CCCNC(=O)CCc1ncc(C(F)(F)F)cc1Cl,-5.0%,8%,6,-1%,-2%,-3%,639,5%,2%,0.4%
O=C(NC1C=CS(=O)(=O)C1)c1sc2ccccc2c1Cl (stereo unspecified),-6.0%,-2%,-4,-1%,-6%,2%,744,-12%,1%,-3.1%
Cc1sc2nc3ccc(NCc4ccco4)nn3c(=O)c2c1C,-0.5%,3%,/,0%,2%,?,/,-20%,6%,-2.3%
COCCNC(=O)c1ccc(N2CCCCC2)c(NS(=O)(=O)c2ccc(C)cc2)c1,0.5%,0%,3,4%,-4%,0%,652,2%,-1%,-1.2%

Ordered by length of the SMILES (falling): part of the list above.
SMILES,XIAP antagonists,SIAH1 antagonists,Lipid droplet,LYP phosphatase,M17LAP inhibition,AID2073,Lipid droplet cells 6.5 µM,NOD2 inhibition,P. falciparum M1AAP,CSM14.1 death rescue
CCn1c(=O)c(=O)[nH]c2c(=O)oc3ccc(S(=O)(=O)Nc4ccc(OC)cc4)cc3c21,/,1%,0,3%,/,-9%,774,-3%,/,/
COc1cc(/C=N/N(C)S(=O)(=O)c2ccc(C)cc2)cc([N+](=O)[O-])c1O,/,9%,-8,-1%,15%,-3%,700,11%,11%,/
CC(C)OC(=O)/C(=C\c1ccc2c(c1)c1ccccc1n2C)NC(=O)c1ccccc1,-4.6%,1%,/,8%,0%,19%,/,-22%,7%,-1.5%
Cc1ccccc1-n1c(SC(C)C(=O)N2CCN(C)CC2)nc2ccccc2c1=O (stereo unspecified),-4.0%,0%,/,0%,13%,-2%,/,-6%,9%,-1.0%
CC(C)(C)NC(=O)NC(=O)COC(=O)Cn1cnc2ccccc2c1=O,-1.2%,8%,9,-4%,-2%,1%,694,18%,-1%,/
Cc1nc2ccccc2c(=O)n1N(c1ccccc1)c1ccccc1,-6.6%,12%,11,-9%,2%,-1%,692,12%,2%,1.0%
O=C(NC1C=CS(=O)(=O)C1)c1sc2ccccc2c1Cl (stereo unspecified),-6.0%,-2%,-4,-1%,-6%,2%,744,-12%,1%,-3.1%
Cc1sc2nc3ccc(NCc4ccco4)nn3c(=O)c2c1C,-0.5%,3%,/,0%,2%,?,/,-20%,6%,-2.3%
O=C(NC1CC1)c1cc2cc3ccccc3nc2s1,/,-1%,18,-8%,/,-1%,811,-46%,/,/
Oc1ccc2ccccc2c1N=Nc1ccc(F)cc1,/,24%&6%,33&1,-4%&-7%,6%&-1%,8%&3%,818&657,10%&9%,2%&2%,/

(more compounds)
SMILES,XIAP antagonists,SIAH1 antagonists,Lipid droplet,LYP phosphatase,M17LAP inhibition,AID2073,Lipid droplet cells 6.5 µM,NOD2 inhibition,P. falciparum M1AAP,CSM14.1 death rescue
CCOC(=O)c1sc(NC(=O)CCN2CC(C)OC(C)C2)c(C(=O)OCC)c1C (stereo unspecified),-3.3%,-2%,3,-9%,-7%,8%,821,11%,2%,0.1%
O=C(COC(=O)c1ccc[nH]c1=O)Nc1ccc2c(c1)OC(F)(F)O2,/,2%,-13,-1%,-1%,-6%,668,2%,2%,/
O=C(CCn1cncn1)N1CCCC(N2CCN(c3cccc(C(F)(F)F)c3)CC2)C1 (stereo unspecified),/,13%,-12,-6%,/,-3%,796,-1%,/,/
Nc1n[nH]c(N)c1N=Nc1ccc(Cl)cc1Cl,-6.3%,-3%,4,-7%,48%,0%,612,-28%,10%,-6.4%
O=C(NC1=NCCS1)c1cc(-c2cccs2)nc2ccccc12,/,-3%,-1,-2%,10%,37%,734,0%,8%,/
CCOC(=O)/C(C#N)=C\C1=C(N2CCOCC2)CC(C)(C)OC1,-2.7%,3%,18,7%,3%,-3%,647,4%,3%,-0.6%
Cc1ccc(Cl)cc1NC(=O)CCCN1C(=O)c2cccnc2C1=O,-5.2%,-4%,1,-3%,-3%,-2%,660,13%,2%,-0.7%

Source: PubChem (several laboratories)

This is a subset. The share of hits here may be higher or lower than overall.
